Y pestis TopoI: Y. pestis Topo-I inhibition via cleavage products; activity, % at 10 µM; AID 504884; 0.064% of 360,000 active; Y. pestis Topo-I cleavage product accumulation, plate reader; in the data active = activity above about 50%, passing the limit was not always enough; inconclusive = no clear call, values can overlap the other calls; note: inactives centre near 2
TcdB inh: inhibitors of Clostridioides difficile toxin B glycohydrolase | inhibition, % at 9.99 µM | 0.24% of 350,000 active | TcdB glycohydrolase enzymatic assay, plate reader | P18177; in the data active = inhibition above about 10%
SARS 3CLpro inh: SARS-CoV 3CLpro protease inhibition. P0C6X7. recombinant SARS-CoV 3CLpro, quenched FRET peptide cleavage. inhibition, % at 6 µM. 0.14% of 290,000 active. AID 1706; in the data active = inhibition above about 12%
VHR inh abs: blocks human VHR1 dual specificity phosphatase; P51452; recombinant VHR phosphatase, pNPP absorbance; inhibition, % at 13.3 µM; 0.52% of 290,000 active; AID 1654; in the data active = inhibition above about 50%; note: some compounds called inactive have numbers as strong as hits
Target sequence (P51452 whole entry, looked up): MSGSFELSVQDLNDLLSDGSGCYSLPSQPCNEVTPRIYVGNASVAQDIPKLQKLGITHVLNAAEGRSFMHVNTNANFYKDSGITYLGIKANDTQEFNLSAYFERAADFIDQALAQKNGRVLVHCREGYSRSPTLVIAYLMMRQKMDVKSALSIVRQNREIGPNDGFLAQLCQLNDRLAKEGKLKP
PfHsp40 rescue: compounds rescuing yeast from Plasmodium falciparum HSP40 toxicity | S. cerevisiae expressing PfHsp40, growth rescue, ATP luminescence | 0.68% of 340,000 active | AID 504582 | growth rescue, % at 12.5 µM; in the data active = growth rescue above about 28%, passing the limit was not always enough; inconclusive = no clear call, values can overlap the other calls;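 note: yeast W303a lacking pdr1 and pdr3 grown in galactose medium; growth measured after three days at 30 °C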
CCHFV vOTU inh: CCHFV vOTU protease inhibition | Pep-AMC fluorescence | inhibition, % at 11.5 µM | 0.55% of 370,000 active | AID 651958; in the data active = inhibition above about 30%; note: 0% = vehicle wells with enzyme and 100% = no enzyme wells
Anthrax LF prot: anthrax lethal factor protease inhibition; P15917; multiplex microsphere protease cleavage assay, LF; inhibition, % at 10 µM; 0.12% of 360,000 active; AID 588501; note: plate controls were buffer without enzyme for full effect and enzyme alone for no effect
Target sequence (P15917 whole entry, looked up): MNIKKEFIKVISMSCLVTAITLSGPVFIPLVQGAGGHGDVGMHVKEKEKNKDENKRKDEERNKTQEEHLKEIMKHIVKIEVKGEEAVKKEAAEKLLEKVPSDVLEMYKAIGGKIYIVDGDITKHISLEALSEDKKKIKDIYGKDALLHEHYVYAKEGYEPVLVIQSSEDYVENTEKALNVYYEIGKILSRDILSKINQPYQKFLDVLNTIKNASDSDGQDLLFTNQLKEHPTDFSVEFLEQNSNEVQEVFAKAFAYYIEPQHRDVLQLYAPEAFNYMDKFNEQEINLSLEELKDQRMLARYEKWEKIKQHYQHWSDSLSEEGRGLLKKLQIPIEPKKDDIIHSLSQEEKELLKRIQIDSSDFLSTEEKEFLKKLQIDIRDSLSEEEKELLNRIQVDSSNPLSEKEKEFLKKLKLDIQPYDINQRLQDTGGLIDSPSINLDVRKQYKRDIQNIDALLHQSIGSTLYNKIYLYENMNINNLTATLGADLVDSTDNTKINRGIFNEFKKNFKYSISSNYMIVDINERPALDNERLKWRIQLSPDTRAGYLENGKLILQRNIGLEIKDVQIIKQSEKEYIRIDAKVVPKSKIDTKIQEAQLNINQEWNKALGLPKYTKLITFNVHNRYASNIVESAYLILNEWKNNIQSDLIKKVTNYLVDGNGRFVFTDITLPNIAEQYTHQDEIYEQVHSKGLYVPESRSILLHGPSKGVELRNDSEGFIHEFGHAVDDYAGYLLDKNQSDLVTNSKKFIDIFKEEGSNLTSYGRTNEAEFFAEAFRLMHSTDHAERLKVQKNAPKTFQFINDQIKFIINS
BoNT-A LC inh2: blocks Botulinum neurotoxin A light chain protease | multiplex microsphere protease substrate cleavage, flow cytometry | inhibition, % at 10 µM | 0.17% of 360,000 active | AID 588499; note: plate controls were buffer without enzyme for full effect and enzyme alone for no effect
BH1578 lux ind: inducers of Vibrio cholerae quorum light production without autoinducers; V. cholerae BH1578 lux reporter, luminescence, 6 h; activation, % at 18.7 µM; 0.16% of 350,000 active; in the data active = activation mostly above about 9.7%, no sharp cut-off; inconclusive = no clear call, values can overlap the other calls; inactive = mostly below about 3.7%; note: not every result past the cut was called active; inactives centre near 0; reference of the scale not given here
SSB-PriA inh: inhibitors of Klebsiella pneumoniae PriA binding to SSB C-terminal tail | AlphaScreen SSBct-PriA binding, biotinylated peptide | inhibition, % at 33 µM | 0.6% of 430,000 active; in the data active = inhibition mostly above about 37%, no sharp cut-off; inactive = mostly below about 20%;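 note: plate controls were negative control peptide for no effect and reference peptide for full effect; strong numbers were not always called active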
Numbers without * were called inactive; i = inactive; ? = inconclusive; . = no result given. Cut-off read from the data, not from the text of the source, unless noted: active = inhibition above about 30%; inconclusive = no clear call, values can overlap the other calls; inactive = below that. Not all compounds are listed (hit frequency here may not be typical).

SMILES	Y pestis TopoI	TcdB inh	SARS 3CLpro inh	VHR inh abs	PfHsp40 rescue	CCHFV vOTU inh	Anthrax LF prot	BoNT-A LC inh2	BH1578 lux ind	SSB-PriA inh
O=C(NCCC1=CCCCC1)C(=O)NCc1ccccc1Cl	2	.	-3	19	-0.2	-6	1	?	0.0	-4
O=C(NCCc1ccc(Cl)cc1)C1CCCN1C(=O)Nc1ccc(F)cc1 (stereo unspecified)	6	0.6	6	26	0.2	-9	2	-0.5	1.2	8
Clc1ccccc1Cn1nc(-c2ccccc2)nc1-c1ccccc1	21	0.9	1	7	0.5	11	-3	-0.2	-0.9	-12
CC(C)Oc1ccc(/C=N/NC(=O)c2nnn(-c3nonc3N)c2CN(C)C2CCCCC2)cc1	3	1.4	7	20	2.6	0	3	0.0	0.4	.
O=C(COc1ncnc2ccccc12)NC1CCCC1	-2	0.5	.	.	-0.5	-12	-8	-0.5	i	-2
CC(C)(C)C(=O)NC1=NN(c2c(Cl)cc(Cl)cc2Cl)C(=O)C1	0	-1.8	6	24	-2.0	-6	-7	0.2	-0.4	-10
COc1cc(/C=N/Nc2nncc3ccccc23)cc(OC)c1OC	-4	0.1	-5	.	2.9	5	-5	-3.3	i	.
COc1ccc(NC(=O)C2CC(=O)N(C(C)C)C2)cc1 (stereo unspecified)	5	.	0	18	0.4	4	-5	0.6	i	-19
CCOc1ccccc1N1CCN(S(=O)(=O)c2ccc(Cl)s2)CC1	7	.	-3	-11	2.0	12	-1	-0.7	i	-21
CCCCOCC1CN(c2ccccc2)C(=O)CS1 (stereo unspecified)	-3	.	3	-16	-0.6	2	-1	0.3	i	-16
Clc1cccc(N/N=C(\Cc2nc3ccccc3[nH]2)c2ccccc2)c1	-30	.	3	24	426*	6	4	1.7	-0.2	.
COc1ccc(Cc2nc3ccc(C(=O)N(C)CC4COCCO4)cc3o2)cc1 (stereo unspecified)	6	1.2	4	8	0.7	9	8	0.1	-0.4	-17
O=C(COc1ccc2ccccc2c1)NCC(=O)N/N=C/c1ccco1	7	-0.1	-1	0	-0.8	0	-2	?	2.6	.
COc1ccc(NC(=O)C2CCCO2)c(OC)c1 (stereo unspecified)	-7	-0.4	-7	20	-1.9	-3	14	-4.1	0.3	-7
CCCCCCCNC(=O)C1CC(=O)N(C)C(=Nc2ccc(OC)cc2)S1 (stereo unspecified)	24	.	-4	-5	1.7	7	1	0.6	0.0	-14
C#CC[N+](CC)(CC)CC#Cc1ccccc1	-1	-0.1	5	-10	.	-7	.	.	i	-8
CCCCN(C)CCNC(=O)c1ccc2c(c1)NC(=O)C(N1CCCCC1)S2 (stereo unspecified)	2	.	3	24	0.4	2	-3	0.2	17*	-9
CCOC(=O)[C@]12CCC=C1N(Cc1ccco1)C(=O)[C@H](CC(=O)N1CCN(C(=O)c3ccco3)CC1)C2	.	0.9	.	.	.	-1	-5	-0.3	.	.
COc1ccc(CCNC(=O)CN2C(=O)C3(OCCCO3)c3ccccc32)cc1OC	-4	.	-1	-8	0.4	8	-1	-0.8	-0.4	-4
COc1ccc(CNC(=O)c2cccc3c(-c4cccc(C(N)=O)c4)coc23)cc1OC	30	1.4	.	.	.	5	-3	-0.2	-0.5	.
Cc1cc(N2CCN(C(c3ccccc3)c3ccc(Cl)cc3)CC2)n2ncnc2n1 (stereo unspecified)	23	-0.4	2	8	2.8	-5	-2	-1.0	-0.1	0
COc1cc2c(cc1OC)CN(Cc1cc(OC)c(O)c(OC)c1)CC2	-1	-13	0	16	0.2	-14	-5	-0.1	i	-2
COC(=O)c1cc2c(N)c(C(=O)c3ccccc3)sc2nc1C(OC)OC	2	0.0	-1	10	0.1	-10	-13	?	i	-4
O=C(CSc1nnc(-c2ccc(Br)cc2)o1)N1CCN(C(=O)c2ccco2)CC1	8	0.5	5	19	-0.4	-10	-1	-1.0	i	8

Arranged by heavy-atom count (largest number first): part of the list above.
SMILES	Y pestis TopoI	TcdB inh	SARS 3CLpro inh	VHR inh abs	PfHsp40 rescue	CCHFV vOTU inh	Anthrax LF prot	BoNT-A LC inh2	BH1578 lux ind	SSB-PriA inh
CCOC(=O)[C@]12CCC=C1N(Cc1ccco1)C(=O)[C@H](CC(=O)N1CCN(C(=O)c3ccco3)CC1)C2	.	0.9	.	.	.	-1	-5	-0.3	.	.
COc1ccc(CNC(=O)c2cccc3c(-c4cccc(C(N)=O)c4)coc23)cc1OC	30	1.4	.	.	.	5	-3	-0.2	-0.5	.
COc1ccc(CCNC(=O)CN2C(=O)C3(OCCCO3)c3ccccc32)cc1OC	-4	.	-1	-8	0.4	8	-1	-0.8	-0.4	-4
Cc1cc(N2CCN(C(c3ccccc3)c3ccc(Cl)cc3)CC2)n2ncnc2n1 (stereo unspecified)	23	-0.4	2	8	2.8	-5	-2	-1.0	-0.1	0
O=C(CSc1nnc(-c2ccc(Br)cc2)o1)N1CCN(C(=O)c2ccco2)CC1	8	0.5	5	19	-0.4	-10	-1	-1.0	i	8
CCCCN(C)CCNC(=O)c1ccc2c(c1)NC(=O)C(N1CCCCC1)S2 (stereo unspecified)	2	.	3	24	0.4	2	-3	0.2	17*	-9
COC(=O)c1cc2c(N)c(C(=O)c3ccccc3)sc2nc1C(OC)OC	2	0.0	-1	10	0.1	-10	-13	?	i	-4
Clc1cccc(N/N=C(\Cc2nc3ccccc3[nH]2)c2ccccc2)c1	-30	.	3	24	426*	6	4	1.7	-0.2	.
COc1cc(/C=N/Nc2nncc3ccccc23)cc(OC)c1OC	-4	0.1	-5	.	2.9	5	-5	-3.3	i	.
CCOc1ccccc1N1CCN(S(=O)(=O)c2ccc(Cl)s2)CC1	7	.	-3	-11	2.0	12	-1	-0.7	i	-21
COc1ccc(NC(=O)C2CC(=O)N(C(C)C)C2)cc1 (stereo unspecified)	5	.	0	18	0.4	4	-5	0.6	i	-19
CCCCOCC1CN(c2ccccc2)C(=O)CS1 (stereo unspecified)	-3	.	3	-16	-0.6	2	-1	0.3	i	-16
COc1ccc(NC(=O)C2CCCO2)c(OC)c1 (stereo unspecified)	-7	-0.4	-7	20	-1.9	-3	14	-4.1	0.3	-7
C#CC[N+](CC)(CC)CC#Cc1ccccc1	-1	-0.1	5	-10	.	-7	.	.	i	-8

More results:
SMILES	Y pestis TopoI	TcdB inh	SARS 3CLpro inh	VHR inh abs	PfHsp40 rescue	CCHFV vOTU inh	Anthrax LF prot	BoNT-A LC inh2	BH1578 lux ind	SSB-PriA inh
O=C(Nc1nc(-c2ccc(F)cc2)cs1)c1cccnc1	3	0.8	2	20	0.4	-13	-5	-0.7	-0.3	-7
COc1ccc(CNC(=O)C2CCN(C(=O)c3csc(Nc4ccc(C)cc4)n3)CC2)cc1	27	-1.0	2	-5	-1.9	1	-8	-3.0	-1.4	-11
O=S(=O)(NCCSc1ccccn1)c1ccc(Cl)cc1	6	.	-6	32	1.4	7	1	-0.4	i	-11
CC(Nc1nc(-c2ccc(F)cc2)cs1)c1nc2cc(Cl)c(Cl)cc2n1CCCO (stereo unspecified)	-4	0.4	.	.	-1.7	6	-9	-1.7	-0.3	-9
CCOC(=O)c1ccc(NC(=O)c2ccc(CO)c(C(=O)NC3CCN(C(=O)OCC)CC3)c2)cc1	-16	.	0	24	-0.7	-12	-1	0.4	i	-18
CCOC(=O)CSc1nc2ccccc2c(=O)n1-c1ccc(C)cn1	7	0.3	-2	25	-0.3	14	-2	-0.3	2.8	7
Cc1ccc(CNC(=O)c2cc3c(C)nc4ccccc4c3o2)cc1	24	0.8	-7	32	-0.7	1	-5	-0.8	-0.1	13
CCCc1[nH]nc2c1C(c1ccsc1)C(C#N)=C(N)O2 (stereo unspecified)	1	0.2	2	23	-0.2	1	-1	-0.1	-0.1	-13
C/C=C/c1cccc(-c2nc(C(=O)NC3CCC3)cc3c2[C@H](CCO)N(S(=O)C(C)(C)C)C3)c1 (stereo partly specified)	.	-0.4	.	.	.	14	-16	0.4	.	.
Cc1ccc(S(=O)(=O)N2CC(O)CC2C(=O)OCC(=O)c2ccccc2Cl)cc1C (stereo unspecified)	11	.	-3	2	-0.2	5	5	5.9	i	5
FC(F)(F)Oc1ccc(C2NCc3ccccc3-n3cccc32)cc1 (stereo unspecified)	6	1.3	-1	28	-0.4	-1	9	-0.8	-1.9	7
O=C(Nc1ccccc1)c1cc2n(n1)C(C(F)(F)F)CC(C1CC1)N2 (stereo unspecified)	2	0.7	-1	7	-1.4	-1	-2	-0.6	0.2	11
CCOc1ccccc1CNC(=O)C1CCN(C(=O)c2sccc2-n2cccc2)CC1	23	.	-4	7	0.0	-7	2	0.0	-0.6	14
O=C(NCCCn1ccnc1)c1cc(-c2ccncc2)nc2ccccc12	-12	-0.3	-1	33	-0.2	-1	-3	-1.3	0.3	-11
CCOC(=O)N1CCN(Cc2nc(-c3ccccc3)no2)CC1	6	.	-1	1	1.0	10	-3	-2.3	4.8	-10
CC1=NN(C(N)=S)C(=O)C1N=Nc1ccccc1 (stereo unspecified)	-2	0.7	2	45	1.0	14	-7	-1.2	-0.5	-6
O=C(NC1CCC(=O)N(CCSc2ccccc2)CC1)OCc1ccccc1 (stereo unspecified)	12	-1.0	-5	5	0.6	8	-5	-0.8	i	-23
O=C(/C=C/c1cccs1)NC(=S)NNC(=O)Cc1cccs1	-2	.	2	45	?	12	3	-0.8	2.6	-10
C=CCNC(=O)c1nn2cccnc2c1Cl	-6	.	1	-11	-1.6	-1	3	0.1	0.9	-16
Cc1cccc(-c2cnc(C(O)c3ccc(F)c(C)c3)[nH]2)c1 (stereo unspecified)	6	0.5	.	.	.	9	-5	0.0	-0.7	.
COc1ccc(N(CC(=O)Nc2ccc(F)c(F)c2)S(=O)(=O)c2c(C)n[nH]c2C)cc1	7	1.0	2	-3	1.5	7	-3	0.5	-11	7
CC(C)C[C@H]1CN([C@@H](CC(C)C)CN2CCC[C@@H]2CN2C(=S)NC[C@@H]2Cc2ccc(O)cc2)C(=S)N1CCc1ccccc1	.	1.4	.	.	.	11	-4	-0.1	.	.
NC(=O)C1CC2(C1)CC(C(N)=O)C2 (stereo unspecified)	4	-13	.	.	.	-10	-7	-0.4	-0.1	-5
CCCN1C(=O)CC(C(=O)OC)=C1C	3	.	0	12	-0.8	5	-1	-0.9	i	0

Reprinted at random: 2 compounds from above, in no set order.
SMILES	Y pestis TopoI	TcdB inh	SARS 3CLpro inh	VHR inh abs	PfHsp40 rescue	CCHFV vOTU inh	Anthrax LF prot	BoNT-A LC inh2	BH1578 lux ind	SSB-PriA inh
CCCN1C(=O)CC(C(=O)OC)=C1C	3	.	0	12	-0.8	5	-1	-0.9	i	0
COc1ccc(N(CC(=O)Nc2ccc(F)c(F)c2)S(=O)(=O)c2c(C)n[nH]c2C)cc1	7	1.0	2	-3	1.5	7	-3	0.5	-11	7

Further entries follow.
SMILES	Y pestis TopoI	TcdB inh	SARS 3CLpro inh	VHR inh abs	PfHsp40 rescue	CCHFV vOTU inh	Anthrax LF prot	BoNT-A LC inh2	BH1578 lux ind	SSB-PriA inh
CC(=O)N1N=C2C3CCN(CC3)C2C1c1ccccc1 (stereo unspecified)	8	.	10	3	-1.2	5	-2	1.6	i	-9
c1ccc(N=NC2=NN(c3ccccc3)CS2)cc1	-12	-2.5	.	.	.	1	-13	1.6	-0.7	.
CCn1c(CNc2ccc(Cl)cc2)nnc1SCCN1CCCCC1	-4	.	4	12	-2.5	11	-2	-0.4	i	-11
O=C(NCCNS(=O)(=O)c1cccc(C(F)(F)F)c1)c1cc(OCC(F)(F)F)ccc1OCC(F)(F)F	-3	.	0	16	0.0	3	-7	-0.5	.	-5
CC(C)OCCCNC(=O)c1cn(C)c2ccc(S(=O)(=O)N(C)C3CCCCC3)cc2c1=O	9	1.0	4	-14	-0.7	15	-2	0.8	i	-6
CCOC(=O)c1oc2cc(O)c(CC)cc2c(=O)c1-c1cscn1	4	0.4	2	11	0.0	14	-2	0.0	-0.2	-18

Screening results from PubChem.
